Eya2 inh: inhibitors of human Eya2 phosphatase activity; O00167; recombinant Eya2, OMFP fluorescence dephosphorylation (OMFP is methylfluorescein phosphate); Potency, µM (doses to about 76.9 µM), for the others: top-dose activity, negative = inhibition, usual class: inhibitors; actives 0.006% (n = 330,000); AID 488837; further: potency means the concentration at half of the fitted maximal effect; on the % scale 0 is the no-effect control and ±100 the full control effect
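Eya2 protein (added as 0.2 uM solution) was preincubated with compound for 10 min at ambient temperature in 50 mM HEPES pH 7.5, 50 mM NaCl, 5 uM MgCl2, 0.05% BSA, 1 mM DTT. OMFP (added at 50 uM) then reacted 10 min; fluorescence read at 485/525 nm.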
Mito fusion yeast: blocks mitochondrial division or promotes mitochondrial fusion. S. cerevisiae fusion-defective mutant growth rescue, CellTiterGlo 48 h. Potency, µM (titrated, usually from 46.1 µM), for the others: at the highest dose growth rescue (activation), actives largely listed as activators. actives 0.23% (n = 320,000);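 further: potency means the concentration at half of the fitted maximal effect; % of control where 0% means no effect; nearly all actives have a fitted effect of over 45% in size; temperature-sensitive fusion mutants such as fzo1-1 at 37 °C on non-fermentable ethanol glycerol medium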
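Read-out: ATP-based luminescence (CellTiterGlo, 10 min ambient) reporting growth of fusion-defective ts yeast after 48 hours at 37C on glycerol/ethanol YPEG medium in the presence of compound.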
TRPV1 ag: agonists of human vanilloid receptor 1 (TRPV1); Q8NER1; TRPV1-expressing cells, Fluo-8 calcium influx, agonist mode; activation, % at 8.33 µM; actives 0.19% (n = 320,000); in the data active means activation above about 80%; inconclusive means between about 30% and that limit; further: 0% is about no effect
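Cells expressing TRPV1 were dye-loaded with Fluo-8 and read kinetically: 10 s baseline, 3 min after compound (agonist portion), then 2 min after EC20 capsaicin (allosteric enhancer portion). Calcium-bound dye fluorescence at 480/520 nm.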
USP2a block: blocks human ubiquitin-specific protease USP2a. O75604. AID 463254. actives 0.01% (n = 330,000). Potency, µM (doses to about 38.3 µM), without a hit: at the top dose activity change, negative = inhibition, usual class: inhibitors. USP2 core, Ub-CHOP2 coupled fluorogenic reporter, 485/531;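 further: potency means the concentration at half of the fitted maximal effect; plate controls were DMSO wells for no effect and full inhibition by NEM control for full effect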
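Cell-free coupled assay: 10nM USP2 core preincubated 30min RT with compound in Tris-HCl pH 8.0/CaCl2/CHAPS buffer, then 25nM Ub-CHOP2 and 25nM reporter substrate; fluorescence (Ex 485/Em 531) read after 60min RT, normalized to NEM inhibition, concentration-response curves fitted.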
KCNH2 3.1 block: inhibitors of human KCNH2 3.1 potassium channel isoform; U2OS KCNH2 3.1, thallium flux FluxOr; active compounds read low; activity change, % (tested at about 1.8 µM); actives 0.95% (n = 340,000); AID 720553;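 active means maximum activity change below -70%; inconclusive means maximum activity change from -70% to -50%; inactive means maximum activity change above -50%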;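 further: thallium influx rate constant from kinetic fluorescence after stimulation buffer; on the % scale 0 is the no-effect control and ±100 the full control effect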
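We transduce U2OS cells with the mutant 3.1 virus, culture them overnight, load FluxOr with Red40 quencher for 45 min, then add stimulation buffer and read kinetically for 2 min to derive a normalized rate constant.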
TCR act: activators of T cell receptors; primary human leukocytes, anti-CD3, IL-2 HTRF, 48 h; AID 504894; 330,000 tested, under 10 active; Potency, µM (highest dose often 9.22 µM), for inactives: at the top dose activation of IL-2 secretion, actives largely listed as activators; further: % of control where 0% means no effect
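Primary human leukocytes were stimulated with a-CD3 beads plus compounds for 48 hr without co-stimulation; secreted IL-2 was quantified by HTRF using a-IL-2-K (europium cryptate) and a-IL-2-d2, excited at 320nm with acceptor emission read at 665nm.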
TSHR antag: blocks TSH signaling through the human TSH receptor; P16473; activity change, negative = inhibition, % at 11.5 µM; AID 504810; actives 0.2% (n = 330,000); TSHR-expressing cells, TSH-stimulated cAMP HTRF, 2 h; active compounds read low;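 active means activity change below a set negative limit, meaning inhibition stronger than a set level, cut at about -70% in these data; inconclusive means activity change between two set negative limits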; further: on the % scale 0 is the no-effect control and ±100 the full control effect
Target sequence (P16473 whole entry, looked up): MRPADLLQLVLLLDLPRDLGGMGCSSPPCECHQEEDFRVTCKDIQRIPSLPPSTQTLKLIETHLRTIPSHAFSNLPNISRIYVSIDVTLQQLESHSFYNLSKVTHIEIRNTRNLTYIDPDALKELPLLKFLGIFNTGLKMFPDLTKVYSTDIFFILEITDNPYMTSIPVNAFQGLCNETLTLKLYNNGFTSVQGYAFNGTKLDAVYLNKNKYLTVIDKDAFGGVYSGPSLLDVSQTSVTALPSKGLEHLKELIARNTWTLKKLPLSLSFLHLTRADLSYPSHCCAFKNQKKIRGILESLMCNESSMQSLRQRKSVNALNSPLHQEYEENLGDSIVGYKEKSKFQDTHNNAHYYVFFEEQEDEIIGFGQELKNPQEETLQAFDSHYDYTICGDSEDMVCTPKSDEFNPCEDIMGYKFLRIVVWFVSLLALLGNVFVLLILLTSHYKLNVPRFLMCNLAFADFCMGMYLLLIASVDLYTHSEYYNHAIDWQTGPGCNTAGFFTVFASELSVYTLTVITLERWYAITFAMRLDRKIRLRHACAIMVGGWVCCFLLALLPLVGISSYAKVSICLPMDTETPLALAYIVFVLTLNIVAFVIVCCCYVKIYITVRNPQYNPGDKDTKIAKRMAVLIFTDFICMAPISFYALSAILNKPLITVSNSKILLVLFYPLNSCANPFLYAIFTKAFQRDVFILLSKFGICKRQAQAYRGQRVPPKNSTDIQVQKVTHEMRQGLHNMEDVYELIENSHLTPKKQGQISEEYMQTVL
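TSHR-expressing cells were treated with compounds, then stimulated with TSH at EC80 (4nM final) for 2 hours at 37 deg C. Cellular cAMP was measured by HTRF competition between lysate cAMP and cAMP-d2 for a cryptate-labelled anti-cAMP antibody.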
ELG1 repair inh: inhibitors of ELG1-dependent DNA repair in HEK293T cells; HEK293T ELG1-luciferase reporter, luminescence, 16 h; DNA damage induced by 5-fluorouridine; Potency, µM (series often up to 46.1 µM), for inactives: at the highest dose activity change, negative = inhibition, most hits filed as inhibitors; actives 2.3% (n = 330,000); AID 504467; further: potency means the concentration at half of the fitted maximal effect; on the % scale 0 is the no-effect control and ±100 the full control effect; nearly all actives have a fitted effect of over 55% in size
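Step one: seed 2,000 cells per well. Step two: pin-transfer compound or DMSO alongside 5-fluorouridine. Step three: incubate 16 hr, 37 °C, 5% CO2. Step four: add ONE-Glo, wait 30 min, read luminescence.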
AT treatment: potential ataxia-telangiectasia treatment; […] A-T fibroblasts, KAP-1 phosphorylation AlphaLISA; neocarzinostatin DNA damage 30 min before lysis; Potency, µM (highest dose often 57.5 µM), for the others: at the highest dose activation, actives largely listed as activators; actives 0.19% (n = 320,000); further: potency means the concentration at half of the fitted maximal effect; % of control where 0% means no effect; nearly all actives have a fitted effect of over 45% in size
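ATM-like activity read as KAP-1 phosphorylation via AlphaLISA donor/acceptor antibody pairs after lysis and 6 hr at 25C. Cells were ATM-null patient fibroblasts ([…], hTERT), dosed 60 min, then exposed to the DSB inducer NCS for 30 min.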
KCNH2 WT inh: inhibitors of human wildtype KCNH2 potassium channel; Q12809; U2OS, BacMam KCNH2, thallium flux FluxOr; active compounds read low; activity change, % at 1.84 µM; actives 0.37% (n = 340,000); AID 720551;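 active means maximum activity change below -70%; inconclusive means maximum activity change between -70% and -50%; inactive means maximum activity change above -50%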; further: on the % scale 0 is the no-effect control and ±100 the full control effect
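U2OS cells transduced with wild-type KCNH2 virus are loaded with FluxOr dye for 45 min, and thallium flux is measured in kinetic reads before and after stimulation buffer. Rate constants are normalized to DMSO controls.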
Active calls of the source: *; ? = inconclusive; . = not tested or not shown; [ ] = remark or other dose. Unless noted, the call rests on the fitted dose curve; in most records, active means well fitted curve in the direction sought with a large enough effect; inconclusive means small, poorly fitted or top-dose-only effect, or another doubt; inactive means no such curve, though single readings can be large; an effect the other way counts as inactive or inconclusive. The list is partial; the hit share may differ from the screen's.

SMILES | Eya2 inh | Mito fusion yeast | TRPV1 ag | USP2a block | KCNH2 3.1 block | TCR act | TSHR antag | ELG1 repair inh | AT treatment | KCNH2 WT inh
CC1=CC(=O)C=C(C)C1=NOC(=O)/C=C\c1ccccc1 | 3% | -2% | 6 | 6% | 10 | 5% | 0 | 7% | 2% | -3
O=C(CSc1nc(O)c(C(c2ccccc2)c2ccccc2)c(=O)[nH]1)N1CCOCC1 | 17% | 1% | -3 | -13% | 8 | -7% | 4 | 2% | -4% | -14
CCOC(=O)c1ccc(NC(=O)NCc2ccc(OC)cc2)cc1 | 4% | 0% | -5 | 4% | -9 | 5% | 17 | -6% | 7% | 15
O=C(NCCC1=CCCCC1)c1ccc2c(=O)n3c(nc2c1)CCCCC3 | -2% | 7% | . | -9% | 20 | -2% | -14 | -8% | -7% | 0
CCCNC(=O)C(C)n1c2ccccc2c2nc(=O)cc(C)n21 (stereo not drawn) | 7% | 1% | -3 | 2% | . | . | -3 | 11% | 8% | .
Cc1cc(NC(=O)C2CCCN(S(=O)(=O)c3c(C)noc3C)C2)no1 (stereo not drawn) | -1% | -1% | -2 | -1% | 4 | 1% | -3 | -3% | 4% | -6
Cc1c(Cc2ccccc2)c(=O)oc2cc(OC(=O)c3ccccc3)ccc12 | -4% | 19% | 1 | 1% | -28 | -6% | -4 | 1% | 2% | 7
Nc1nc(Nc2ccc(Cl)cc2Cl)nc(C(F)(F)F)n1 | 4% | 21% | 5 | -3% | -10 | 7% | -18 | ? | 2% | -17
COc1ccccc1CN1CCCC(CN(CCN(C)C)C(=O)c2ccc(C)cc2)C1 (stereo not drawn) | 12% | 0% | 3 | -1% | 9 | -3% | 2 | -1% | 2% | 46
CCOC(=O)C1CCCN(C(=O)CSc2nc(C)cc(C)n2)C1 (stereo not drawn) | 4% | 1% | -1 | -5% | -4 | -2% | 27 | 10% | 25% | -2
COc1cc(NC(=O)c2cccc(Br)c2)nc(OC)n1 | 4% | 16% | 17 | 5% | -4 | 0% | 4 | ? | 2% | -3
O=C(O)CN1C(=O)/C(=C\c2cc(Br)ccc2OCc2ccc(F)cc2)SC1=S | -7% | 11% | 0 | -7% | 2 | 0% | -2 | 1% | 12% | 9
CC(C)CNC(=O)CC(=O)N/N=C/c1ccc(F)cc1 | 7% | -3% | 0 | 6% | 30 | 12% | -1 | 5% | -1% | -1
Cc1ccc(CN2CC(=O)N3[C@H]4c5cc(Cl)ccc5OC[C@@H]4[C@H](c4ccccc4)[C@]3(C)C2=O)cc1 | 3% | 28% | 4 | -2% | . | -6% | -8 | -3% | 5% | .
O=C(Nc1ccc2c(c1)OCO2)c1cccc(Cl)c1 | 0% | 5% | ? | -1% | 4 | -6% | -5 | ? | 1% | 3
Cc1ccc(S(=O)(=O)N2CCOC2CNC(=O)C(=O)NCc2ccc(Cl)cc2)cc1 (stereo not drawn) | 4% | 2% | 0 | -2% | -8 | 6% | -5 | 23µM* | 3% | 9
Cc1ccc(C(=O)OCC2OC3OC(C)(C)OC3C2O)cc1 (stereo not drawn) | -7% | -2% | 3 | 5% | -2 | -2%[46.1 µM] | -6 | ? | 3% | 4
Cc1ccc(CC(=O)Nc2ccccc2N2CCOCC2)cc1C | 9% | 2% | 24 | -6% | -7 | -63% | 4 | 0% | 4% | -7
Cc1ccc(S(=O)(=O)Cc2cccc(C(=O)N3CCOCC3)c2)cc1 | -22% | 2% | -3 | 0% | 4 | 2% | 12 | 1% | -9% | 27
CN(CC(=O)Nc1ccc2c(c1)OCO2)S(=O)(=O)c1ccc2c(c1)CCC(=O)N2 | 3% | 1% | 10 | -1% | 23 | -9% | 0 | 6% | 3% | 0

An excerpt of these results, field by field:
CC(C)CNC(=O)CC(=O)N/N=C/c1ccc(F)cc1
  Eya2 inh: 7%	Mito fusion yeast: -3%	TRPV1 ag: 0	USP2a block: 6%	KCNH2 3.1 block: 30	TCR act: 12%	TSHR antag: -1	ELG1 repair inh: 5%	AT treatment: -1%	KCNH2 WT inh: -1

Cc1ccc(CN2CC(=O)N3[C@H]4c5cc(Cl)ccc5OC[C@@H]4[C@H](c4ccccc4)[C@]3(C)C2=O)cc1
  Eya2 inh: 3%	Mito fusion yeast: 28%	TRPV1 ag: 4	USP2a block: -2%	KCNH2 3.1 block: .	TCR act: -6%	TSHR antag: -8	ELG1 repair inh: -3%	AT treatment: 5%	KCNH2 WT inh: .

The list continues:
SMILES | Eya2 inh | Mito fusion yeast | TRPV1 ag | USP2a block | KCNH2 3.1 block | TCR act | TSHR antag | ELG1 repair inh | AT treatment | KCNH2 WT inh
Cc1nc(C)c(-c2csc(NCCc3ccccc3)n2)s1 | -13% | 2% | 1 | 3% | 4 | 3% | -21 | -6% | 6% | -3
COc1ccc(C(=O)CN2C(=O)c3ccccc3C2=O)c(OC)c1 | 6% | 4% | 1 | 0% | 3 | -4% | -12 | ? | 7% | 2
CC(NC(=O)c1ccc(Cl)cc1)c1nnc(SCC(=O)NC2=NCCS2)n1C (stereo not drawn) | 14% | 6% | -2 | 0% | 16 | 13% | 4 | 5% | -4% | 0
O=[N+]([O-])c1cc([N+](=O)[O-])c2nonc2c1Nc1ccccc1O | 6% | -7% | 3 | -1% | 3 | 0% | -21 | 7% | 9% | -3
CN1CCN(c2ccc(NC(=O)c3ccc4c(c3)OCO4)cc2)CC1 | 11% | -13% | 11 | 1% | -6 | . | -9 | ? | -1% | 19
CSc1nnc(-c2ccc(S(=O)(=O)N3CCOCC3)cc2)n1C | -13% | 9% | 0 | 3% | -10 | 10% | 5 | -10% | -5% | -14
COc1ccc(C(=O)C2CCCN(C(=O)c3cccc(N4CCCC4=O)c3)C2)cc1OC (stereo not drawn) | -6% | 2% | 6 | 3% | 1 | -3% | 15 | 11% | 2% | -5
O=C(Nc1cccc(F)c1)NC1(C(=O)N2CCC(O)CC2)CCCCC1 | 5% | -2% | 0 | 1% | 12 | 8% | -2 | -3% | -7% | -29
O=c1[nH][nH]c(-c2ccccc2)c1C=Nc1ccccc1Cl | . | 2% | -6 | 4% | -3 | -9% | 7 | -4% | 2% | -1
Cc1cc(N2CCN(S(=O)(=O)c3ccc4c(c3)OCCO4)CC2)n2ncnc2n1 | . | 9% | -2 | . | 5 | 8% | . | . | . | 27
O=C(NCCc1ccc(F)cc1)c1cc(-c2ccncc2)nc2ccccc12 | -1% | 4% | 2 | 0% | . | . | -4 | -14% | -1% | .
COc1ccccc1N1CCN(CC(=O)c2c[nH]c3ccccc23)CC1 | -28% | -2% | 4 | 2% | -3 | -1% | -3 | -6% | -8% | -8
[O-]/[N+](=C\c1ccc(F)cc1)c1ccccc1 | ? | -2% | 0 | 5% | -12 | 1% | 2 | 25% | 1% | 0
C=CCSc1nnc(NC(=O)C2CSC3(C)CCC(=O)N23)s1 (stereo not drawn) | 10% | -3% | 3 | 3% | 5 | -5% | 4 | ? | 16% | -9
OC(COc1cccc2ccccc12)CN1CCN(c2cccc(Cl)c2)CC1 (stereo not drawn) | -3% | -91%[inhibitor] | 3 | 4% | -14 | 0% | 13 | -4% | 0% | 11
Cc1ccc(OCc2cc(C(=O)N(C)CCc3nc4ccccc4[nH]3)no2)cc1C | -8% | -3% | -8 | -7% | ? | -1% | 26 | . | -7% | 6
CCOc1cc(-c2c(C#N)c(N)nc3c2CCCC3C)ccc1O (stereo not drawn) | 9% | ? | -2 | -1% | -1 | 2% | -11 | ? | 7% | -1
CCCc1ccc(OCc2ccc(C(=O)Nc3cccc(C)n3)o2)c(OC)c1 | -4% | -1% | 8 | 1% | -21 | -21% | -17 | ? | 8% | 6
O=C(NCCN1CCCC1=O)C1CCC(=O)N(CCc2cccc(F)c2)C1 (stereo not drawn) | 16% | 0% | -5 | 0% | -12 | 0% | 2 | -3% | 7% | 0
O=C(CNC(=O)c1cccs1)N/N=C/c1ccc(Cl)cc1 | -15% | 6% | 2 | -3% | -6 | 3% | 13 | ? | -2% | -7
COCCNC(=O)/C(C#N)=C/c1ccccc1Br | 7% | 4% | 3 | 2% | 0 | 1% | -4 | ? | 5% | -4
Cc1cc(Br)ccc1NC(=O)CNC(=O)COc1ccccc1C | -21% | 1% | 5 | 0% | 10 | 3% | -4 | 15% | -1% | -2
O=C(CC1CCS(=O)(=O)C1)NC1CCCCC1 (stereo not drawn) | 7% | 1% | -1 | 1% | 8 | 2% | 3 | 8% | -1% | 20
CC(=O)Nc1ccc2c(c1)OCCOCCOc1cc(NC(C)=O)ccc1OCCOCCOCCO2 | 1% | 3% | 2 | -5% | . | . | 0 | -1% | 3% | .
O=C(CSc1nc2ccccc2s1)N/N=C/c1ccc(C(=O)O)cc1 | 5% | -7% | 1 | 3% | 12 | -4% | -7 | 16% | 0% | -5
